T cell HTS: modulators of CD8 T cell-vesicle binding, primary screen, mouse 2C CD8+ T cells, flow cytometry; 2C CD8+ T cell-vesicle binding; stronger effect = lower value; calls only at 7 µM; 330,000 compounds, 0.068% hits; AID 2052, 2009;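 active = response, share of CD8 T cells binding vesicles, and their 90th percentile fluorescence all below set limits, cut at about 80% in these data, passing the limit was not always enough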
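Assay system – 2C mouse CD8+ T cells · Also added – QL9-loaded Drosophila micro-vesicles · Timing – Cell–vesicle co-incubation 1.5 h at 37 °C, staining 20 min on ice · Signal – flow cytometry of vesicle-bound cells · Measure – percent CD8+ FL2 mean versus row control · Controls – Peptide-free naked vesicles (low) and QL9 vesicles with 0.7% DMSO vehicle (high)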
Autophagy mod: autophagy modulators in MEF cells, primary screen, imaging, high-content, MEF GFP-LC3 | MEF GFP-LC3 puncta imaging; test concentration mostly 10 µM | calls only at 10 µM (by protocol) | 190,000 compounds, 0.98% hits | AID 463193, 2010;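 active = percentage of spot-positive cells more than 3 SD above its plate mean, without a fluorescence outlier flag or 80% toxicity; inconclusive = no clear call, values can overlap the other calls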;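 note: spot-positive cell cutoff set from DMSO-treated cells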
West Nile antiviral: West Nile virus antiviral activity, cell-based, CPE readout (AID 1621). West Nile virus-infected cells, CPE inhibition; higher % means a stronger effect. one-dose CPE inhibition, % at 10 µM; IC50 in µM for titrated hits. 290,000 compounds, 0.02% hits; in the data active = a potency from the dose series; inconclusive = CPE inhibition mostly from about 3.7% at the one dose, without a potency; inactive = the rest, 99 in 100 with CPE inhibition below about 2.2%; note: strong numbers were not always called active
Insulin prom up: insulin promoter activators in MIN6 cells, imaging, high-content screening, mouse beta cells; MIN6 insulin promoter-GFP reporter; stronger effect = higher value; z-score at 5 µM; 190,000 compounds, 0.3% hits; AID 1625, 2009;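 active = z-score above 3 at 5 µM with at least 500 cells counted in the well; inconclusive = wells under 500 cells, flagged as cytotoxic or low count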
WT yeast gro inh: growth inhibition of WT strain, primary screen, mitochondrial fusion inhibitor project, WT and mutant strains, chemical genetic | inhibition, % at 10 µM | mitochondrial fusion phenotypic screen | 190,000 compounds, 2.1% hits | AID 1362, 2008; in the data active = inhibition above about 58%; tested in S. cerevisiae
Myeloid diff 2: induction of myeloid progenitor differentiation, primary screen, cell-based, flow cytometry, MLPCN library. ER-HoxA9 myeloid progenitors, lysozyme-GFP differentiation. calls only at 10 µM. 360,000 compounds, 1% hits;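 active = normalized GFP-positive differentiation at or above the plate's own cutoff, the solvent-only control mean plus 3 SD; inconclusive = no clear call, values can overlap the other calls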;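 note: cells exposed to compound for four days before flow analysis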
MT stabilizer: microtubule stabilizers in HeLa cells, primary screen, imaging, high-content imaging; HeLa tubulin immunostaining HCS, 24 h; share of cells brighter than vehicle mean+2SD; % tubulin-high responders, % at 10 µM; 200,000 compounds, 0.83% hits; AID 2205, 2009;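 active = plate Z-score above 3 for both tubulin-high and condensed-nucleus cell shares, with cell loss under 80%, at 10 µM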;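 note: anti alpha tubulin signal scored within the nucleus-defined area of each cell; some results filed as inactive read as strong as hits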
b-catenin transl: modulators of beta-catenin nuclear translocation, primary screen, imaging, HeLa cells, immunofluorescence, high-content; nuclear translocation activity, % at 5 µM; AID 1665, 2009; 190,000 compounds, 0.3% hits;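 active = nuclear translocation activity above 50% at 5 µM, with a well cell count of 50 or more; inconclusive = wells under 50 cells across six images, flagged as toxic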;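 note: per-cell ratio of nuclear to cytoplasmic median beta-catenin stain intensity; plate controls were DMSO negative control for no effect and GSK-3 inhibitor IX positive control for full effect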
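Test system: human HeLa cells, endogenous beta-catenin. Times: 24 h compound exposure, 37°C. Measured by: beta-catenin immunofluorescence imaging with DAPI.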
Lipid droplet: inhibitors of hepatocyte lipid droplet formation, primary screen, imaging, high-throughput imaging, BODIPY stain; AML12 mouse hepatocytes, oleate lipid droplets; inhibition, % at 6.5 µM; 240,000 compounds, 0.4% hits; AID 1656, 2009;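 active = lipid droplet intensity inhibited by at least 50%, with more than 500 cells counted; inconclusive = wells with under 300 cells, treated as cytotoxic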
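Test system: AML12 mouse liver cells; schedule: overnight exposure; technique: high-content imaging of BODIPY-stained droplets and DAPI nuclei; read-out: % inhibition of corrected integrated BODIPY droplet signal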
WT yeast gro inh mutant strain: further read-out of WT yeast gro inh, marked with its call; inhibition, %; mitochondrial fusion phenotypic screen, mutant strain inhibition
Insulin prom up cell count: also measured in Insulin prom up; calls as there; cell count; measured here: cytotoxicity, nuclei count;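 total cells summed across four imaged fields per well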
Lipid droplet cells 6.5 µM: further read-out of Lipid droplet, marked with its call; cell count; measured here: cell count, cytotoxicity flag;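 cells counted across two imaged fields per well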
b-catenin transl cell count 5 µM: second read-out of b-catenin transl, no call of its own (marks repeat the call); cell count; measured here: cell count, cytotoxicity flag
T cell HTS vesicle-bound %: second read-out of T cell HTS, no call of its own (marks repeat the call); double positive events, %; measured here: CD8+ vesicle-bound cell fraction;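 binding gate set so that unloaded-vesicle control wells show 10% double positive cells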
MT stabilizer Hoechst-high %: also measured in MT stabilizer; calls as there; % Hoechst-high responders; measured here: nuclear condensation Hoechst responders;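 share of cells brighter than vehicle mean plus two SD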
MT stabilizer cytotoxicity %: further read-out of MT stabilizer, marked with its call; toxicity, %; measured here: cytotoxicity by cell density;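 0% = mean cell density of plate MIN control wells and 100% = no cells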
Autophagy mod cell loss 18 h: second read-out of Autophagy mod, no call of its own (marks repeat the call); toxicity, %; measured here: cell loss, nuclei count;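 cell loss after 18 h compound exposure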
Myeloid diff 2 GFP+ MAC1+ %: second read-out of Myeloid diff 2, no call of its own (marks repeat the call); GFP+ MAC1+ double positive, %; measured here: differentiation confirmed by MAC1 staining
* hit, by the source's call; i = inactive; u = inconclusive; x = no result given.

SMILES | MT stabilizer Hoechst-high % | Myeloid diff 2 GFP+ MAC1+ % | Autophagy mod cell loss 18 h | Lipid droplet | Insulin prom up cell count | Autophagy mod | MT stabilizer cytotoxicity % | West Nile antiviral | Insulin prom up | b-catenin transl cell count 5 µM | Lipid droplet cells 6.5 µM | T cell HTS vesicle-bound % | T cell HTS | WT yeast gro inh | WT yeast gro inh mutant strain | MT stabilizer | Myeloid diff 2 | b-catenin transl
O=C(NCCN1CCOCC1)c1cc(Sc2ccccc2Cl)nc2ccccc12 | 2.4 | x | -4 | -7 | x | i | 4.8 | -1.0% | x | 1066 | 586 | 61 | i | -19 | -8 | 3.9 | x | 1.8
C[C@@H](CSc1ccccc1)CN1CC[C@H](C(C)(C)C)CCC1=O | x | 0.6 | x | -19 | x | x | x | -1.8% | x | x | 776 | 10 | i | x | x | x | i | x
Cc1nnc(SCC(=O)N2CCN(c3ccccc3)CC2)n1-c1ccccc1 | 1.4 | 1.1 | 3 | x | 1175 | i | 2.2 | -0.2% | -0.2 | 1420 | x | 20 | i | -16 | -32 | 2.3 | i | -0.7
CN(C)/C=C/C(=O)c1ccc(S(=O)(=O)c2ccccc2)cc1 | 1.7 | 0.1 | 10 | 7 | 1385 | i | 8.1 | -0.8% | 0.35 | 1120 | 674 | 46 | i | -6 | -8 | 1.7 | i | -0.5
Nc1nc(CSc2ccccc2)nc(N2CCCCC2)n1 | 2.2 | 0.4 | -7 | -4 | 1559 | i | 6.2 | -1.1% | -0.79 | 895 | 720 | 56 | i | 12 | 13 | 2.0 | i | 3.8
CC1=C(C)NC(=S)SC1 | 1.3 | 1.1 | 9 | x | 932 | i | 11 | 0.0% | -0.53 | 1117 | x | 18 | i | -17 | 17 | 1.4 | i | -1.4
O=C(CCC(=O)N1CCN(C2CCCCC2)CC1)Nc1nnc(C(F)(F)F)s1 | 2.4 | 0.5 | 20 | x | x | i | 5.7 | 0.3% | x | 1038 | x | 38 | i | 5 | -5 | 2.4 | i | -0.4
O=C(O)c1cnc(-c2ccccc2)nc1-c1ccccc1 | 2.4 | 0.6 | -1 | -6 | 1262 | i | 8.0 | x | -0.2 | 1165 | 707 | 49 | i | -15 | 3 | 3.4 | i | -1.7
NS(=O)(=O)c1ccc(CCNC(=O)C2CCN(S(=O)(=O)c3ccccc3)CC2)cc1 | 1.0 | 0.4 | -5 | 21 | 1230 | i | 4.4 | 0.4% | 0.62 | 1101 | 654 | 60 | i | 10 | -7 | 1.8 | i | 0.3
COC(=O)C1=NNC2C(=O)N(c3ccc(C)cc3)C(=O)C12 (stereo unspecified) | 2.2 | 0.3 | 16 | 3 | 1256 | i | 6.5 | 0.4% | 0.51 | 1060 | 691 | 7 | i | -21 | 41 | 2.7 | i | 3.4
CSc1nnnn1-c1ccc(C)c(Cl)c1 | 5.2 | 1.0 | 4 | 39 | 1290 | i | 1.5 | -0.6% | 0.25 | 802 | 734 | 46 | i | -3 | -11 | 5.5 | i | -1.3
CC(=O)N1CCSc2ccc(S(=O)(=O)NCCc3cccc(C)c3)cc21 | x | 1.8 | x | -21 | x | x | x | -0.4% | x | x | 590 | 41 | i | x | x | x | i | x
COc1ccc(CCNC(=O)c2ccc(Cl)cc2)cc1OC | 1.8 | 0.8 | 4 | 4 | 1598 | i | 6.5 | -0.7% | -0.14 | 886 | 675 | 46 | i | -11 | -11 | 2.7 | i | 0.8
O=C(OCc1csc(-c2ccccc2)n1)c1cccs1 | 2.8 | 0.7 | -9 | x | 879 | i | 8.2 | 0.0% | -1.6 | 1067 | x | 22 | i | 48 | 41 | 2.6 | i | 0.5
COc1cc([C@H]2c3[nH]c4ccccc4c3C[C@H]3C(=O)N4[C@@H](c5cc(OC)c(OC)c(OC)c5)c5[nH]c6ccccc6c5C[C@H]4C(=O)N23)cc(OC)c1OC | 4.7 | 0.2 | 2 | 44 | 952 | i | 11 | 11% | -0.94 | x | 697 | 34 | i | 4 | -6 | 6.8 | i | x
Cn1c(=O)c2c(nc(NCc3ccco3)n2Cc2ccc(Cl)cc2Cl)n(C)c1=O | 3.0 | 2.0 | -4 | x | 1397 | i | 8.1 | -0.6% | -0.01 | 1229 | x | 3 | i | 12 | -1 | 5.4 | i | 0.5
CCCCn1c(SCC(=O)NCCOC)nc2ccc(N3CCOCC3)cc2c1=O | 2.3 | 0.6 | 0 | x | x | i | 7.1 | -0.3% | x | x | x | 30 | i | 0 | 2 | 2.7 | i | x
Cc1[nH]n(-c2ccccc2)c(=O)c1/C=N/NC(=O)COc1ccccc1[N+](=O)[O-] | 1.0 | 0.0 | 1 | 13 | 1377 | i | 8.5 | -0.8% | 0.22 | 578 | 750 | 62 | i | -3 | 4 | 2.1 | i | 1.2
COc1ccc(NC(=O)CN2C(=O)C(C)Oc3ccccc32)c(OC)c1 (stereo unspecified) | 3.2 | 0.8 | 25 | x | 946 | i | 8.1 | -0.5% | -0.09 | 1095 | x | 45 | i | 1 | -8 | 5.2 | i | 1.6
CC(=O)Nc1cccc(NC(=O)c2csc(C)c2)c1 | x | 0.8 | x | 7 | x | x | x | 0.0% | x | x | 671 | 54 | i | x | x | x | i | x
CC1CCCCN1Cc1ccc(-c2nn[nH]n2)cc1 (stereo unspecified) | 2.3 | 1.2 | 3 | 0 | 545 | i | 3.3 | 0.0% | -1.9 | 984 | 687 | 51 | i | -5 | 4 | 4.8 | i | 1.1
CCCNC(=O)c1cnc(-c2ccccc2)nc1-c1ccccc1 | x | 0.6 | x | -1 | x | x | x | -0.9% | x | x | 820 | 56 | i | x | x | x | i | x
O=C(CC1C(=O)NCCN1Cc1ccc(-c2ccccc2)cc1)NCCc1ccccn1 (stereo unspecified) | 1.9 | 0.2 | 11 | 0 | 1518 | i | 2.7 | -0.8% | 1.9 | 1015 | 702 | 11 | i | 3 | 6 | 4.4 | i | 1.2
COc1ccc(N/C=C(\C#N)S(=O)(=O)c2ccc(OC)cc2)cc1 | x | 0.9 | x | -15 | x | x | x | -0.2% | x | x | 814 | 56 | i | x | x | x | i | x
O=C(CC1Oc2ccccc2NC1=O)NCCCN1CCCC1=O (stereo unspecified) | 4.1 | 2.4 | -6 | x | 779 | i | 6.1 | 0.0% | 0.35 | x | x | 38 | i | 4 | 3 | 1.8 | i | x
CCn1nc(C)cc1-c1nnc(Sc2ncc([N+](=O)[O-])s2)n1C | x | x | x | -1 | x | x | x | 0.1% | x | x | 408 | 7 | i | x | x | x | u | x
CN1OC(COC(=O)c2ccc(Cl)cc2)CC1c1ccccc1 (stereo unspecified) | 0.9 | 3.4 | 5 | 4 | 1605 | i | 5.5 | -0.1% | -0.71 | 1049 | 564 | 48 | i | -7 | 6 | 1.5 | i | 1.6
COc1ccc(/C=C2/SC(=O)N(CCNC(=O)C3COc4ccccc4O3)C2=O)cc1 (stereo unspecified) | 1.3 | 1.3 | 2 | -6 | 1639 | i | 11 | -1.6% | 0.14 | 1054 | 631 | 49 | i | 9 | -3 | 5.3 | i | 1.1
Cc1cccc(C(=O)Nc2ccc3c(c2)ncn3C)c1 | x | 1.3 | x | 20 | x | x | x | -0.3% | x | x | 843 | 41 | i | x | x | x | i | x
COc1ccc(/C=N/NC(=O)c2ccc(Cl)cc2Cl)cc1COC(C)=O | 24* | 0.3 | 18 | -34 | 1182 | i | 41* | -0.5% | 0.83 | 586 | 655 | 43 | i | 13 | 14 | 21* | i | 1.9
CCOC(=O)c1ccc(N2CCN(C(C)=O)CC2)c(NC(=O)c2cccnc2)c1 | 0.5 | 1.2 | 13 | -8 | 1476 | i | 5.1 | -0.4% | -1.8 | 1579 | 650 | 41 | i | 5 | -13 | 1.1 | i | 0.8
O=C(O)/C=C/C(=O)Nc1ccccc1-c1ccccc1NC(=O)/C=C/C(=O)O | 2.3 | 1.4 | -14 | -8 | 1372 | i | 2.4 | -0.2% | 0.2 | x | 441 | 39 | i | -12 | 25 | 3.2 | i | x
CC(C)C(NS(=O)(=O)c1cccs1)C(=O)N(C)Cc1ccccc1 (stereo unspecified) | 1.6 | 1.3 | -4 | -26 | 1026 | i | 6.6 | -0.4% | -0.34 | 1010 | 827 | 19 | i | 10 | 18 | 1.2 | i | 1.0
COc1ccc(-c2nc(N3CCN(C)CC3)sc2-c2ccc(OC)cc2)cc1 | x | x | x | -8 | x | x | x | 0.4% | x | x | 795 | 23 | i | x | x | x | u | x

From PubChem BioAssay
